IDH1 R132H inh: human IDH1 R132H inhibition; Potency, µM (top dose mostly 76.6 µM), inactives show at the highest dose activity change, negative = inhibition, hits mostly inhibitors; IDH1-R132H enzyme, NADPH consumption, diaphorase/resazurin fluorescence; AID 602179; 390,000 tested, 0.093% active; O75874; note: potency is the fitted concentration of half-maximal effect; % is set by controls: 0 for no effect and ±100 for the full control effect; nearly all actives have a fitted effect of over 65% in size
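IDH1-R132H (0.5 ug/mL) preincubated 30 min with compound, then NADPH (0.016 mM) and alpha-KG (2 mM) added; 80 min at RT, pH 7.5. Remaining NADPH coupled via diaphorase/resazurin to fluorescence (540/590 nm); concentration-response curves normalized to no-enzyme control.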
TRHR ag: activates the human TRH receptor; activation, % at 2 µM; 360,000 tested, 0.18% active; P34981; TRHR cells, calcium flux fluo-8, FDSS agonist mode; in the data active = activation above about 30%; note: 0% is about no effect
Target sequence (P34981 whole entry, looked up): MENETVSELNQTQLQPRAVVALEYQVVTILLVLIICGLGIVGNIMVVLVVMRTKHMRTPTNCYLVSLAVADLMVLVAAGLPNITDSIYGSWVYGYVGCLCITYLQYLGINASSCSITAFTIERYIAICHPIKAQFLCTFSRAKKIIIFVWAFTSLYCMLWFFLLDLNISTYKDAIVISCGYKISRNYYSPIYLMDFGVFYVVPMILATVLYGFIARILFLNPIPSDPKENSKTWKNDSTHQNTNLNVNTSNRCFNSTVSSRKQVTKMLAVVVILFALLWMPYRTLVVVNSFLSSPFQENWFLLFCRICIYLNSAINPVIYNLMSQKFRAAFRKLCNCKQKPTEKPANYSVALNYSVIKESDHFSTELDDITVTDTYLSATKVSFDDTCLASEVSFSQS
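Agonist-mode FDSS calcium read (Ex 480/Em 530, 1 s cycles) in 1536-well TRHR cells with fluo-8 dye, after 10-cycle baseline and 23 nL compound addition; TRH at EC20 (10 nM final) added afterwards for the enhancer phase.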
rTrxR1 inhibitor: blocks rat thioredoxin reductase 1 | Potency, µM (highest dose often 114 µM), without a hit: at the highest dose activity change, negative = inhibition, most hits filed as inhibitors | recombinant rTrxR1, NADPH fluorescence consumption, selenite substrate | 390,000 tested, 1% active; note: potency is the fitted concentration of half-maximal effect; % is set by controls: 0 for no effect and ±100 for the full control effect; nearly all actives have a fitted effect of over 65% in size
Target sequence (O89049 whole entry, looked up): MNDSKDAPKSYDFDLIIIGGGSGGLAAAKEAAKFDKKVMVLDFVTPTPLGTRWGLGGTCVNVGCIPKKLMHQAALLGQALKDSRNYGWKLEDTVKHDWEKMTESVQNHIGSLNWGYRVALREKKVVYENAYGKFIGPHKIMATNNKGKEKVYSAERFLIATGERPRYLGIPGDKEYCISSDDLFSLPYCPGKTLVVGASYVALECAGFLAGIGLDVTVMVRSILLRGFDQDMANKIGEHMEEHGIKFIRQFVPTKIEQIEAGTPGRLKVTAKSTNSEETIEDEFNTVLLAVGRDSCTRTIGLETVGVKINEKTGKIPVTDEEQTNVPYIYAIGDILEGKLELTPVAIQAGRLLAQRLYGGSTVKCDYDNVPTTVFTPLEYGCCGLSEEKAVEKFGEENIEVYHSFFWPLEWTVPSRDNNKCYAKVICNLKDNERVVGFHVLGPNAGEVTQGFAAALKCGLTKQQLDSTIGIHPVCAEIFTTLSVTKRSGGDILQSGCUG
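Rat TrxR1 (90 nM in the dispensed reagent) was pre-reduced with 400 uM NADPH for 5 min at room temperature, then incubated with compound for 15 min. After 400 uM selenite was added, NADPH fluorescence (Ex 340/Em 450 nm) was followed for 8 min.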
D2 antagonist: D2 dopamine receptor (human) antagonism | P14416 | HEK293 TREx D2 cells, calcium flux, dopamine EC80 | inhibition, % at 10 µM | 340,000 tested, 2% active; in the data active = inhibition above about 30%; note: 0% is about no effect
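Overnight-induced (tetracycline, 30 C) HEK293 T-REx cells carrying force-coupled D2 receive a no-wash calcium dye, then compound, then EC80 dopamine at 180 s; signals are read kinetically throughout.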
Pin1 inh: blocks the human prolyl isomerase Pin1; Q13526; Pin1 FP peptide displacement, HiFluor488, 10 min; Potency, µM (top dose mostly 115 µM), for inactives: top-dose activity, negative = inhibition, usual class: inhibitors; 390,000 tested, 0.009% active; AID 504891; active = well fitted inhibition curve with a large enough effect in the polarisation, with a control signal flat, not every such curve was filed as active; inconclusive = small, poorly fitted or top-dose-only effect, or effect the other way, or a change in a side signal; inactive = no such curve, though single readings can be large or run the other way; the % refers to the polarisation; note: potency is the fitted concentration of half-maximal effect; % is set by controls: 0 for no effect and ±100 for the full control effect
TrxR1 substrate: rat thioredoxin reductase 1 substrate activity; O89049; AID 588456; 390,000 tested, 0.01% active; purified TrxR1 substrate turnover, NADPH consumption readout; Potency, µM (titrated, usually from 114 µM), without a hit: top-dose activity change, negative = substrate turnover; note: potency is the fitted concentration of half-maximal effect; % is set by controls: 0 for no effect and ±100 for the full control effect; nearly all actives have a fitted effect of over 50% in size
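Rat TrxR1, dispensed at 90 nM, was prereduced with 400 uM NADPH (final) for 5 min at ~22 deg C, then incubated with compound 15 min before 400 uM selenite. A first-read NADPH fluorescence drop versus no-compound background flagged substrates.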
D2 agonist: D2 dopamine receptor (human) agonism; 340,000 tested, 0.53% active; HEK293 T-REx D2 cells, calcium flux agonist mode; activation, % at 2 µM; P14416; AID 485358;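 active = activation over 3 SD above normal in the single-dose calcium agonist read, cut at about 30% in these data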; note: 0% is about no effect
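Calcium-flux readout, 1 cycle/sec over 180 s following compound pin transfer, in inducible HEK293 Trex D2 cells (force-coupled); dopamine controls included. Positive calcium responses during this window marked compounds as potential agonists.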
USP1 inh: blocks the human USP1/UAF1 deubiquitinase complex | 390,000 tested, 0.23% active | recombinant USP1/UAF1, Ub-Rhodamine cleavage fluorescence | Potency, µM (series often up to 57.1 µM), without a hit: at the top dose activity change, negative = inhibition, usual class: inhibitors | O94782; note: potency is the fitted concentration of half-maximal effect; % is set by controls: 0 for no effect and ±100 for the full control effect; nearly all actives have a fitted effect of over 60% in size; inactives centre near -12
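High-throughput fluorogenic screen: 1nM USP1/UAF1 complex, Ub-Rho substrate 150nM final, 50mM HEPES pH 7.8 with 0.5mM EDTA, 0.1 mg/ml BSA, 1mM TCEP and 0.01% Tween-20.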
TRHR enhancer: TRH receptor (human) allosteric enhancement. 360,000 tested, 0.66% active. enhancement, % at 2 µM. TRHR cells, fluo-8 calcium fluorescence, EC20 TRH enhancement. P34981; in the data active = enhancement above about 30%; note: 0% is about no effect
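TRHR-expressing cells loaded with fluo-8 calcium dye were read kinetically (ex 480/em 530) during compound addition, then stimulated with an EC20 of TRH (10 nM final). Enhancement of the Gq-mediated intracellular calcium response was scored.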
Active calls of the source: *; ? = inconclusive; nt = not tested or not shown; [ ] = another dose, or the depositor's remark. Unless noted, calls come from the whole dose curve; as a rule, active = well fitted inhibition curve with a large enough effect; inconclusive = small, poorly fitted or top-dose-only effect; inactive = no such curve, though single readings can be large or run the other way.

Molecule,IDH1 R132H inh,TRHR ag,rTrxR1 inhibitor,D2 antagonist,Pin1 inh,TrxR1 substrate,D2 agonist,USP1 inh,TRHR enhancer
CN(C(=O)c1ccc(NC(=O)Cc2cccc(NC(=O)C3CCCN(C(=O)CCc4ccccc4)C3)c2)cc1)C1CCCC1 (stereo unspecified),-9.5%,1.0,29.9%[57.1 µM],15.1,13.5%,3.5%[57.1 µM],1.1,-27.6%,-1.0
Cc1ccc(N=Cc2c(C)[nH]n(-c3ccccc3)c2=O)nc1,4.9%,0.0,1.7%,-9.9,-1.3%,-1.4%,0.4,-17.8%,-1.3
O=C(C1CCC(=O)N1Cc1ccccc1Cl)N1CCN(c2cccc(Cl)c2)CC1 (stereo unspecified),0.6%,-0.2,8.9%[57.1 µM],6.8,-1.8%,-21.4%[57.1 µM],0.6,-19.6%,-0.5
Cc1cccc2sc(N(Cc3cccnc3)C(=O)Cc3ccccc3)nc12,-1.0%,0.6,9.9%[57.1 µM],nt,7.7%,-6.5%[57.1 µM],21.5,-13.2%,-0.7
COc1ccc(-c2cc(-c3ccccc3)no2)cc1,-0.9%,0.2,-21.2%[57.1 µM],0.1,-3.6%,7.8%,-0.2,-29.2%,1.1
COC(=O)c1ccc(S(=O)(=O)N(Cc2cc3cc4c(cc3[nH]c2=O)OCO4)C2CCCCC2)cc1,nt,0.0,nt,-1.9,nt,nt,-0.1,nt,-3.8
O=C(CSc1nc2ccccc2[nH]1)N/N=C/c1ccco1,11.8%,-0.4,23.0%[0.457 µM],13.3,-8.5%,3.4%,8.3,-11.5%,0.7
COc1ccc(CNC(=O)[C@@H]2CC=C[C@@H]3CCN(C4CCCCC4)C(=O)[C@@H]32)cc1,6.0%,nt,3.8%[57.1 µM],nt,0.0%,6.1%[57.1 µM],nt,-16.9%,nt
CCc1nc2ccccc2c(C(=O)OC2CCCCC2=O)c1C (stereo unspecified),2.3%,0.0,1.1%[57.1 µM],-14.8,2.9%,1.0%[57.1 µM],1.9,-4.8%,-2.5
CC(C)N(C)NC(=S)Nc1ccccc1,7.1%,-0.5,-5.6%,-8.7,3.5%,2.4%,0.3,-1.3%,17.3
COc1cc(NC(=O)c2cc(OC)c(OC)c(OC)c2)ccc1NC(=O)c1cccs1,10.2%,0.1,-2.2%,-0.9,7.1%,-3.5%,0.8,-20.5%,12.5
COc1cccc(OC)c1C(=O)Nc1ccc(NC(=O)c2ccco2)cc1,2.6%,0.4,3.0%[57.1 µM],2.1,2.2%,1.9%[57.1 µM],0.7,-18.5%,7.9
CCCCn1nnnc1SCC(=O)NCc1ccco1,2.3%,0.2,-11.8%[57.1 µM],-25.5,-9.7%,3.9%[2.29 µM],1.0,-14.0%,-7.4
FC(F)(F)c1nnc2ccc(Sc3ccccn3)nn12,-9.0%,-0.1,26.4%,-1.0,-5.1%,0.9%,0.3,-16.0%,5.9
CC(=O)c1ccc(NC(=O)c2ccn[nH]2)cc1,-5.1%,0.8,-15.8%,19.9,2.8%,-8.3%,0.4,-4.1%,-4.3
CSc1ncccc1C(=O)OCC(=O)N(CC(C)C)c1c(N)n(Cc2ccccc2)c(=O)[nH]c1=O,16.0%,-0.4,-1.0%,5.0,-7.1%,-9.6%,1.2,-18.2%,-3.5
COC(=O)CCCC1=CC2=C(c3ccccc3)C(=O)C(C)(OC(=O)C3CCCC3)C(=O)C2=CN1CCN1CCOCC1 (stereo unspecified),-7.3%,0.2,6.6%[57.1 µM],-36.4,-9.7%,10.7%[57.1 µM],0.1,?,0.4
O=S(=O)(Cc1ccccc1)Nc1ccc(S(=O)(=O)N2CCCC2)cc1,7.1%,0.1,16.9%,13.3,-4.6%,6.1%,-0.2,-16.2%,-1.6
CSC1=NC(=O)/C(=C\c2cccc3ccccc23)S1,58.5µM*,-1.0,34.5%[57.1 µM],-2.6,0.0%,-10.8%,1.9,-8.2%,5.9
O=C(O)c1ccccc1N/N=C/c1cc(Br)cc(Br)c1O,0.7%,0.0,6.7%,-1.0,nt,-4.0%,-2.1,?,11.6
Cc1ccccc1NC(=O)OCc1cccnc1Sc1ccc(Cl)cc1,-0.4%,1.1,13.8%[57.1 µM],-5.3,-2.9%,4.1%[57.1 µM],-0.2,-24.7%,-3.4
CC1C(=O)N(Cc2ccccc2F)c2ccccc2N1C(=O)c1c(F)cccc1F (stereo unspecified),7.9%,0.2,2.6%,-14.3,0.2%,-6.3%,0.2,-17.9%,-10.6
COc1ccc([C@H]2CC(=O)C=C(c3ccnc4ccc(Cl)cc34)C2)cc1,-3.5%,-0.5,0.2%,-0.1,-0.4%,-8.0%,0.1,-9.2%,-5.4
COC(=O)CC(c1ccc(F)cc1)n1c(C)ccc1C (stereo unspecified),0.2%,0.4,-6.2%,-1.9,0.0%,3.1%,0.3,-14.1%,-3.8
O=C(NCc1ccc2c(c1)OCO2)Nc1ccc(F)cc1,0.0%,-0.9,21.4%,-8.0,-1.0%,6.8%,-0.9,-17.9%,9.4
COc1ccc(CNC(=O)CN2C(=O)NC(C)(c3ccc(Cl)cc3)C2=O)cc1 (stereo unspecified),-4.2%,-0.4,11.7%[57.1 µM],-1.1,3.5%,4.6%[57.1 µM],0.8,-18.3%,-1.3
O=C(CSc1nc2ccccc2n1-c1ccccc1)Nc1ncc(Cl)cc1Cl,5.0%,-0.1,3.2%,-2.7,2.4%,-2.1%,-1.6,-19.5%,9.1
O=Cc1cccc(OC(=O)Nc2ccccc2)c1,6.4%,nt,19.7%[57.1 µM],nt,1.3%,4.0%[57.1 µM],nt,-4.6%,nt
O=C(COC(=O)[C@@H]1CCCN1C(=O)c1cccs1)NCCc1ccccc1,5.2%,-0.3,17.1%,3.0,-2.2%,3.9%,-3.5,-23.9%,-1.5
CC(=O)Nn1c(C)nnc1-n1nc(C)cc1C,1.0%,0.9,26.1%,-4.1,-0.9%,4.3%,0.3,-10.0%,3.8
N#Cc1ccc(NCC(=O)N2CCN(S(=O)(=O)c3ccccc3)CC2)cc1,4.3%,-0.1,11.9%,-5.0,7.2%,4.0%,0.2,-16.2%,-2.0
Cc1ccc(NC(=O)C2CCC(CNS(=O)(=O)c3csc(C(N)=O)c3)CC2)cc1Cl (stereo unspecified),0.0%,0.3,5.6%[57.1 µM],nt,33.8%[activator],-1.5%[57.1 µM],0.2,-24.5%,9.7
C[C@@H]1NS(=O)(=O)[C@H]2C[C@@H]3C=C[C@]2(O3)[C@H]1OC(=O)c1ccccc1Br,-0.9%,0.3,-14.5%[57.1 µM],-9.2,0.2%,-1.8%[57.1 µM],-0.4,0.2%,-3.8
CC(=O)Oc1ccc(/C=C(\NC(=O)c2ccco2)C(=O)NCc2ccco2)cc1,-4.5%,0.5,-7.3%,-12.4,-0.2%,-4.9%,0.1,-3.5%,3.0
CSc1nc(Cc2ccccc2)cc(=O)[nH]1,-0.9%,-0.1,9.3%,-5.9,0.9%,3.1%,0.8,-20.5%,-2.6
O=C(NN=Cc1ccccc1O)NN=Cc1ccccc1O,1.7%,nt,11.5%,nt,0.6%,0.0%,nt,-20.1%,nt
COc1ccc(NC(=O)c2ccc(NC(=O)CCS(=O)(=O)c3cccs3)cc2)cc1Cl,-15.9%,0.0,14.9%,nt,0.8%,2.9%,0.4,-25.6%,10.2
CCOC(=O)c1cccc(NC(=O)c2ccc3nc(CCc4ccccc4)oc3c2)c1,1.6%,0.6,24.9%[57.1 µM],nt,-6.4%,7.6%[57.1 µM],nt,6.1%,3.4
O=C(/C=C/c1ccco1)Oc1ccc(C(=S)N2CCOCC2)cc1,-1.7%,-0.4,-7.2%[57.1 µM],-2.6,-2.6%,-10.5%,1.2,?,0.4
CCOCCCNCc1ccc(OCc2ccccc2C)c(OC)c1,8.5%,1.8,-0.2%,nt,0.7%,5.3%,nt,-15.2%,2.3
COc1cccc(C(=O)c2ncc(C(F)(F)F)cc2Cl)c1,4.1%,-0.6,19.1%[57.1 µM],-6.2,1.5%,4.8%[57.1 µM],-1.2,-10.8%,7.4
Cc1cccc2cc(C#N)c(SCC(=O)NCc3cccs3)nc12,1.1%,0.6,11.2%,1.8,?,-1.8%,1.0,-21.8%,1.6
Cc1cccc(-n2c(C)cc(C=C3C(=O)c4ccccc4C3=O)c2C)c1,18.2%,5.9,-24.4%[11.4 µM],-6.7,-2.5%,-0.6%[11.4 µM],3.3,?,-4.3
Cc1cccc(NC(=O)Cn2c(=O)oc3cc(S(=O)(=O)N4CCCC4)ccc32)n1,7.3%,-0.7,11.0%,-8.6,-9.0%,-1.0%,-0.5,-14.7%,-1.5

One compound at a time (already shown). Values in the order: IDH1 R132H inh, TRHR ag, rTrxR1 inhibitor, D2 antagonist, Pin1 inh, TrxR1 substrate, D2 agonist, USP1 inh, TRHR enhancer
Record of COC(=O)CCCC1=CC2=C(c3ccccc3)C(=O)C(C)(OC(=O)C3CCCC3)C(=O)C2=CN1CCN1CCOCC1 (stereo unspecified) = -7.3%, 0.2, 6.6%[57.1 µM], -36.4, -9.7%, 10.7%[57.1 µM], 0.1, ?, 0.4
Record of COc1cccc(OC)c1C(=O)Nc1ccc(NC(=O)c2ccco2)cc1 = 2.6%, 0.4, 3.0%[57.1 µM], 2.1, 2.2%, 1.9%[57.1 µM], 0.7, -18.5%, 7.9

From PubChem

An excerpt, so the mix of outcomes need not match the whole.
